APJ agonist: agonists of human apelin receptor APJ, primary screen, CHO-K1 cells, PathHunter beta-arrestin, luminescence | P35414 | 0% DMSO wells, 100% apelin | activation, % at 20 µM | hit rate 0.11% among 330,000 | AID 2520, 2010;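 active = activation more than six SD over the plate average, tested at 20 µM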;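 note: 0% = DMSO alone and 100% = apelin-13 at 10 nM; some results filed as inactive read as strong as hits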
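Material: engineered CHO-K1 APJ arrestin reporter cells; amount: 1000 CHO-K1 reporter cells seeded per well; incubation: compound stimulation 90 min at 25 °C, detection 60 min; signal: luminescent beta-gal fragment complementation, chemiluminescent substrate; read-out basis: APJ agonist activity; controls: DMSO-only wells as negative, 10 nM Apelin-13 as positive control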
EBI2 antag: EBI2 receptor antagonists, beta-arrestin recruitment, primary screen, cell-based, luminescence, 7a,25-OHC stimulation, uHTS | G-protein coupled receptor 183 (Homo sapiens), P32249 | 7a,25-OHC stimulated | inhibition, % at 5 µM | hit rate 0.81% among 360,000 | AID 651636, 2012; in the data active = inhibition above about 38%;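 note: enzyme fragment complementation signal reports receptor beta-arrestin coupling in cells; 0% = agonist plus DMSO wells and 100% = wells without agonist; some results beyond the cut were filed as inactive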
APJ antagonist: antagonists of human apelin receptor APJ, primary screen, CHO-K1 cells, beta-arrestin complementation, luminescence. P35414. inhibition, % at 20 µM. hit rate 0.32% among 330,000. AID 2521, 2010;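 active = inhibition above about 40% at 20 µM, limit read from the data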;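 note: cells challenged with 10 nM apelin-13 agonist together with compound; plate controls were apelin-13 plus DMSO wells for no effect and DMSO wells lacking apelin-13 for full effect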
Gli-Sufu block: Gli-Sufu pathway antagonists, primary screen, luciferase luminescence, Sufu-KO-LIGHT cells, uHTS; Sufu-KO-LIGHT fibroblasts, Gli luciferase reporter luminescence; inhibition, % at 5 µM; hit rate 0.74% among 340,000; AID 588413, 2011;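 active = inhibition above about 55%, limit read from the data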;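 note: 0% = DMSO-treated cells and 100% = wells with medium but no cells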
CXCR6 inh: CXCR6 receptor inhibitors, primary screen, cell-based, beta-arrestin, luminescence, CHO-K1 PathHunter, 1536-well; AID 602244, 2012; inhibition, % at 20 µM; C-X-C chemokine receptor type 6 (Homo sapiens), O00574; hit rate 0.36% among 360,000; in the data active = inhibition above about 34%, passing the limit was not always enough;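 note: antagonist mode with CXCL16 agonist at 10 nM final; 0% = 10 nM CXCL16 with DMSO and 100% = unstimulated wells without agonist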
ATG4B inhibitor: ATG4B protease inhibitors, primary screen, biochemical, fluorescence, uHTS; Cysteine protease ATG4B (Homo sapiens), Q9Y4P1; ATG4B cleavage of LC3-PLA2, NBD-HPC fluorescence, 1 h; inhibition, % at 8.33 µM; hit rate 0.51% among 340,000; in the data active = inhibition above about 40%
Target sequence (Q9Y4P1 whole entry, looked up): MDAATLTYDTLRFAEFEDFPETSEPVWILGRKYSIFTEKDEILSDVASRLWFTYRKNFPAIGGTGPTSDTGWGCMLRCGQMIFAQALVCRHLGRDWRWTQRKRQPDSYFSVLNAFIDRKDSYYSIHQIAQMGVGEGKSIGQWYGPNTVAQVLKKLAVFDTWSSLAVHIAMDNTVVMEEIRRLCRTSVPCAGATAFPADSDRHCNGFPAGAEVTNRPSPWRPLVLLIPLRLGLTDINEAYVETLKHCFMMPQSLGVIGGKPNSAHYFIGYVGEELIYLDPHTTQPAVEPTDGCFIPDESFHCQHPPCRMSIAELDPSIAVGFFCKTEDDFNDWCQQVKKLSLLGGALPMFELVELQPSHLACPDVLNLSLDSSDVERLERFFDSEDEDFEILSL
CCR6 antagonist: CCR6 receptor antagonists, primary screen, cell-based, CHO-K1, luminescence, beta-arrestin, uHTS; C-C chemokine receptor type 6 (Homo sapiens), P51684; CHO-K1 CCR6 PathHunter beta-arrestin, CCL20-stimulated; inhibition, % at 20 µM; hit rate 0.49% among 340,000;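 active = compounds whose inhibition of the agonist-driven luminescence signal at 20 µM reaches about 50%, limit read from the data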;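 note: cells stimulated with CCL20 at 14 nM final; plate controls were DMSO with CCL20 for no effect and DMSO without agonist for full effect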
Target sequence (P51684 whole entry, looked up): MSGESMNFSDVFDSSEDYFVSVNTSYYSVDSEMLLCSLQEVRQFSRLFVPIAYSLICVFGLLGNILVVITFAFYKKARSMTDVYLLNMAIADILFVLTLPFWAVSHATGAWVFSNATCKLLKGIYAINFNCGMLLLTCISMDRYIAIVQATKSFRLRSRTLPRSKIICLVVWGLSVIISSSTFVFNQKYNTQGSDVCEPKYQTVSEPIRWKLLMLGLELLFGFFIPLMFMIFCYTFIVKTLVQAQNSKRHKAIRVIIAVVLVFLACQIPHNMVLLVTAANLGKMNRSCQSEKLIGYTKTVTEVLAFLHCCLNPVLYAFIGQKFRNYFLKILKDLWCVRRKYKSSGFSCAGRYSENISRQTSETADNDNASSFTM
UBC13 polyUb: UBC13 polyubiquitin chain formation inhibitors, primary screen, biochemical, TR-FRET, uHTS; Ubiquitin-conjugating enzyme E2 N (Homo sapiens), P61088; inhibition, % at 20 µM; hit rate 0.47% among 330,000; AID 485273, 2010; in the data active = inhibition above about 45%, passing the limit was not always enough
Target sequence (P61088 whole entry, looked up): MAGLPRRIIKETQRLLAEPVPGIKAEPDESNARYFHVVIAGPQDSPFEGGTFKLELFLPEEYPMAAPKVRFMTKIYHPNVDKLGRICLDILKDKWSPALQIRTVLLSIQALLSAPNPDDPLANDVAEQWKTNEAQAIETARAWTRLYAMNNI
Numbers without * were called inactive; · = not tested or not shown.

Below each compound: UBC13 polyUb, EBI2 antag, APJ agonist, Gli-Sufu block, CCR6 antagonist, APJ antagonist, ATG4B inhibitor, CXCR6 inh
> CCOC(=O)CN(C(=O)Cn1nnc(-c2ccc(OC)cc2)n1)C(C(=O)NC1CCCC1)c1ccc(F)cc1 (configuration not stated)
  -6.6, 74.8*, -4.0, 2.1, 1.3, 16.4, -33.5, -6.2
> CCN(CC)C(=O)Oc1nnc(SC(C)C)n1-c1ccc(Cl)cc1
  6.4, 9.5, 0.7, 6.1, -3.8, 19.0, 2.3, -1.1
> O=C1Cc2ccccc2Sc2ccccc21
  34.7, 15.2, -3.6, -0.7, 10.0, 11.9, 5.8, 0.5
> CC(C)NC(=O)NC1C2CC3CC(C2)CC1C3 (configuration not stated)
  7.1, -4.7, -5.4, 0.9, -7.3, -4.8, 3.6, 0.9
> Cc1c(NC(=O)CN2C(=O)C(=O)c3ccccc32)c(=O)n(-c2ccccc2)n1C
  -16.2, -7.3, -4.9, 0.4, -2.2, -18.5, 0.8, -2.4
> CC1CCCCN1C(=S)NC(=O)c1cc(Br)ccc1Cl (configuration not stated)
  15.4, -3.8, -3.0, -6.9, 13.5, 3.6, 1.3, 4.4
> CC(C)c1ccc(NC(=O)CCNS(=O)(=O)c2cccc3nonc23)cc1
  1.7, -2.8, 4.2, -1.5, 9.2, 3.6, -8.3, 12.7
> CC[C@]12c3[nH]c4cc(CCC(=O)N(C)C)ccc4c3CCN1C(=O)[C@@H](CC(=O)NCc1cccc(C(F)(F)F)c1)C[C@@H]2C(=O)N1CCN(C(=O)C2CC2)CC1
  ·, -8.9, ·, 2.3, 7.0, ·, ·, -0.1
> CCCCn1c(N)c(-c2nc3ccccc3s2)c2c([N+](=O)[O-])nn(C)c(=O)c21
  -53.8, 4.6, 1.2, 35.2, 12.4, 9.5, 9.2, 6.0
> O=C(CN1CCN(S(=O)(=O)c2cccs2)CC1)NCC1CCCCC1
  -5.5, 1.6, -2.3, -10.7, 8.4, -10.7, -7.2, -0.7
> COC(=O)CCC(=O)N1CCCC(CO)(Cc2ccccc2C)C1 (configuration not stated)
  1.4, -10.5, 0.2, 6.2, -7.0, 11.0, -9.2, -3.7
> COc1ccc2cc(C(=O)N/N=C/c3sc4ccccc4c3O)ccc2c1
  -22.2, 3.1, 0.4, -8.0, 16.0, -39.5, -12.5, -6.2
> COC(=O)c1nc2n(n1)C(c1ccc(OC)c(OC)c1OC)C1=C(CCCC1=O)N2 (configuration not stated)
  -0.5, 0.2, -1.1, 10.2, 1.8, 4.2, -11.8, -7.5
> O=C(Nc1ccc(-c2nc3ccccc3[nH]2)cc1)c1ccc(N2C(=O)CCC2=O)cc1
  16.2, 2.1, -1.7, -3.5, 16.3, -6.0, -2.3, 1.1
> CCOC(=O)C1(CCOc2ccccc2)CCN(Cc2cc(OC)c(O)cc2Cl)CC1
  12.0, 13.1, -2.2, 37.0, 15.0, -34.2, -10.3, 2.0
> O=C(NCc1ccc(-c2nc3ccccc3s2)cc1)c1cc2ccccc2o1
  0.3, 4.2, 3.1, -7.2, -10.6, -7.0, -10.8, -3.1
> CCOCCCNC(=O)c1c[nH]c2ccc(OCC)cc2c1=O
  7.4, -5.3, -0.1, -2.0, 1.1, -23.4, -6.8, -0.4
> O=C(CCc1nc(-c2cccs2)no1)NCc1ccc(F)cc1Cl
  6.5, 0.7, 0.0, 2.9, 9.3, -3.4, 43.0*, 2.1
> COC(=O)c1nc2n(n1)C(c1ccccc1OC)C1=C(CCCC1=O)N2 (configuration not stated)
  -4.1, 10.7, -0.2, 2.3, -6.5, 11.7, -9.4, -0.6
> CCCn1c(=O)c(C(=O)NCc2ccccn2)c(O)c2ccccc21
  40.0, -8.7, 0.5, -8.9, 20.4, -1.2, -10.2, 6.4
> CCc1ccc(NC(=S)N(CCCN2CCOCC2)Cc2ccco2)cc1
  -11.8, -7.1, -0.7, -12.0, 1.7, 32.4, -9.1, -0.1
> CN1C2Cc3c(n(C)c4ccccc34)C1CC=C2CO (configuration not stated)
  -7.4, -18.0, -2.0, 2.1, 2.2, 9.8, -9.3, 0.5
> CCOC(=O)C1=C(Nc2ccc(C)cc2)CC(C)(O)C(C(=O)OCC)C1c1ccccc1 (configuration not stated)
  -1.1, 19.3, -9.6, 0.9, 13.2, 28.2, -2.4, 8.9
> Cc1noc(C)c1COc1ccccc1C(=O)NCCc1ccc(Cl)cc1
  1.4, 18.6, -3.6, -1.1, 8.7, 17.7, 1.9, 5.0
> CCOC(=O)C1(CC)NC(c2ccc(OC)c(OC)c2)C2C(=O)N(c3cccc(C(C)=O)c3)C(=O)C21 (configuration not stated)
  -2.7, -1.9, 3.9, -6.3, -5.2, -12.5, -6.9, 0.6
> CCc1nnc(NS(=O)(=O)c2ccc(NC(=S)NC(=O)c3cccs3)cc2)s1
  -20.8, -6.4, -0.8, 4.0, 17.0, -3.7, 2.0, 9.0
> O=C(NCc1ccccc1)C1CCCN(S(=O)(=O)c2ccc(-n3cnnn3)cc2)C1 (configuration not stated)
  -3.8, -0.4, -2.5, 6.4, -8.2, 4.3, 1.0, -8.9
> Cc1cc(C)c2c(c1)-c1c(ssc1=S)C(C)(C)N2C(=O)CN1C(=O)c2ccccc2C1=O
  -16.3, 20.1, -3.6, 8.1, 25.4, 20.2, -1.1, 10.3
> COc1ccccc1NC(=O)/C(C#N)=C/c1ccncc1
  0.1, -8.2, 7.0, 0.3, 2.7, -70.7, -9.2, 0.2
> Cc1ccc(S(=O)(=O)N2c3ccccc3OCC2C(C)(C)C)cc1 (configuration not stated)
  -9.3, 13.1, -3.7, 5.2, 24.4, 10.8, 17.4, 1.9
> CN(CC(=O)Nc1ccccc1Cl)C(=O)Cn1nnc(-c2ccc(F)cc2)n1
  5.6, -1.1, -5.3, -16.2, 0.9, -2.6, -2.2, -1.1
> Cc1cc(C)cc(Nc2nc3c(S(=O)(=O)c4ccccc4)nnn3c3ccccc23)c1
  ·, -5.4, ·, 3.4, 15.3, ·, 4.5, 3.1
> CCN(CC)CCN(Cc1cc2cc3c(cc2[nH]c1=O)OCO3)C(=S)NCC(C)C
  3.9, -1.5, -3.7, 17.4, 12.3, -1.4, -2.7, 8.8
> O=C(Nc1nnc(S(=O)(=O)N2CCCCC2)s1)c1cccc(Br)c1
  -6.0, -4.9, -1.4, 8.4, -3.4, 12.4, -2.9, -5.3
> Cc1csc(NC(=O)c2ccc3ccccc3n2)n1
  -5.9, 8.6, -1.7, -47.9, 25.0, 5.5, 3.2, 4.0
> COC(=O)c1cc[n+](CC(=O)c2ccccc2)cc1
  -8.5, 1.9, -1.7, 1.6, -7.2, 18.3, 6.7, 10.3
> COc1ccccc1CCC(=O)Nc1ncc(C)s1
  6.6, 7.0, -3.9, -0.4, 12.5, 6.9, -5.9, 5.8
> O=P(c1ccccc1)(c1ccccc1)C(c1ccccn1)P(=O)(c1ccccc1)c1ccccc1
  -2.4, 1.3, -3.9, -0.7, 9.9, 16.3, 3.8, -0.9
> CN(CC(=O)Nc1ccc(F)cc1)C(=O)c1ccc(OCc2cn3ccccc3n2)cc1
  -5.3, 1.1, -1.2, -4.9, -4.8, 0.9, -4.6, 4.0
> COC(=O)CSc1nc2nc(-c3cccs3)cc(C(F)(F)F)c2c(=O)[nH]1
  -12.8, -1.1, -4.9, 1.9, 1.1, 5.1, 8.3, 0.9
> COC(=O)c1ccc(NC(=S)NC(=O)c2cc(-c3ccccc3)nc3ccccc23)cc1
  -6.7, 21.8, -0.1, -6.8, 52.5*, 34.8, 3.5, 30.0
> Cc1cccc(Nc2nnc(SC(C)C(=O)NC3CC3)s2)c1 (configuration not stated)
  -9.8, -3.0, -3.3, -1.0, 14.0, 3.6, 0.8, 2.1
> Cn1cccc1C(=O)NCc1ccc(Cl)cc1
  3.3, 1.7, 2.5, -0.7, 9.7, 14.3, -3.2, -3.8
> COc1ccc(S(=O)Cc2ccc(C(=O)N3CCN(C(=O)c4ccco4)CC3)o2)cc1 (configuration not stated)
  0.6, 2.3, -3.1, 5.5, 1.9, 16.2, -2.0, -3.2
> CCN1C(=O)c2cccc3c(NC(=O)c4ccc5c(c4)OCCO5)ccc1c23
  -13.8, 4.0, 5.2, -8.4, 4.6, 8.9, -13.2, 10.5
> Cn1cnc(S(=O)(=O)N2CCN(c3cccc(C(F)(F)F)c3)CC2)c1
  2.8, 0.8, 5.6, -24.3, 1.8, -2.5, -12.5, -9.3
> CC1CN(C(=O)CN2C(=O)NC3(CCCCCCC3)C2=O)CC(C)O1 (configuration not stated)
  -3.0, -2.4, -4.5, 2.1, 9.6, -11.9, -3.9, 3.1
> COc1ccc(C(=O)N2N=C(c3cccs3)CC2c2ccccc2O)cc1 (configuration not stated)
  -3.3, 1.6, -4.7, -21.2, -6.4, 3.2, -9.1, 1.8
> Cc1cc(=O)oc2cc(OCc3cc4c(cc3Cl)OCO4)ccc12
  5.3, -14.6, -0.7, -29.6, -7.0, 19.3, 1.0, 2.8
> O=C(OCC(=O)N(Cc1ccccc1)Cc1ccccc1)c1cccc(O)c1
  9.4, 0.2, -4.3, -5.8, 17.9, -3.2, -0.9, -0.1
> CC(C)N(Cc1nc(-c2ccccc2)no1)C(=O)CCCN1C(=O)c2ccccc2C1=O
  -1.0, -7.3, -3.6, 6.5, 4.7, 5.7, 2.6, 3.5
> CC(=O)c1ccc(NC(=O)[C@@]2(CC(=O)O)CC(/C=C/c3ccccc3)=NO2)cc1
  1.0, -7.8, -1.9, 8.2, 1.1, -2.7, -3.1, 4.8
> COc1cc(-c2nc3ccccn3c2NCC2CCCO2)ccc1O (configuration not stated)
  10.1, -20.1, 13.7, 4.0, 7.1, -8.4, -6.8, 2.5
> COC(=O)c1sc(S(=O)(=O)N2CCC(C(=O)O)CC2)c(C(=O)OC)c1C
  2.7, -16.7, -3.5, -0.2, 2.8, -5.1, 5.3, 2.7
> COc1ccc(NC(=O)CC2C(=O)N(c3cccc(C)c3)C(=O)N2C2CCCCC2)cc1 (configuration not stated)
  -7.2, -4.4, -3.5, 4.2, 4.5, -4.4, -18.3, 2.3
> COc1ccc(NC(=O)Cn2c(=O)n(-c3ccccc3)c(=O)c3oc4ccccc4c32)c(OC)c1
  12.5, -42.1, 2.9, -7.5, -14.1, -7.0, -6.2, 7.3
> CC(CN1CCN(C)CC1)OC(=O)c1ccc(Cl)cc1Cl (configuration not stated)
  -2.7, -4.1, -0.4, 3.9, 3.8, -25.3, -7.6, -14.1
> COc1cccc(-c2ccc(NC(=O)C3CCCN(Cc4cc(C)[nH]n4)C3)cc2)c1 (configuration not stated)
  3.2, -3.1, 1.1, -8.2, 6.5, -2.1, -5.3, -4.9
> O=C(Nc1cccc(F)c1)/C(=C\c1cccnc1)NC(=O)c1ccco1
  1.5, -5.1, -4.9, 3.8, 4.8, 0.5, -9.0, -6.1
> Cc1nccn1S(=O)(=O)c1cc([N+](=O)[O-])ccc1Cl
  8.9, -9.5, -2.1, 5.3, 1.6, 3.2, -8.4, 2.5
> CC(NC(=O)c1ccccc1Cl)C(=O)Nc1ccc2c(c1)OCO2 (configuration not stated)
  -8.9, -10.2, -2.2, -8.6, -3.2, 11.8, -2.2, -0.1

Assay outcomes: PubChem, Sanford-Burnham Center for Chemical Genomics

Random draw from the library. About 3% of those tested had a hit in this group.
